# PMI act hi M6P: activators of human phosphomannose isomerase at near-saturating mannose 6-phosphate; P34949; coupled PMI enzyme assay, resazurin fluorescence, 20 min; stronger effect = higher value; 1 = untreated enzyme, 0 = substrate-free blank; activation factor at 20 µM; hit rate 0.34% among 190,000;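 active = activation factor of 2 or more at 20 µM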
# Target sequence (P34949 whole entry, looked up): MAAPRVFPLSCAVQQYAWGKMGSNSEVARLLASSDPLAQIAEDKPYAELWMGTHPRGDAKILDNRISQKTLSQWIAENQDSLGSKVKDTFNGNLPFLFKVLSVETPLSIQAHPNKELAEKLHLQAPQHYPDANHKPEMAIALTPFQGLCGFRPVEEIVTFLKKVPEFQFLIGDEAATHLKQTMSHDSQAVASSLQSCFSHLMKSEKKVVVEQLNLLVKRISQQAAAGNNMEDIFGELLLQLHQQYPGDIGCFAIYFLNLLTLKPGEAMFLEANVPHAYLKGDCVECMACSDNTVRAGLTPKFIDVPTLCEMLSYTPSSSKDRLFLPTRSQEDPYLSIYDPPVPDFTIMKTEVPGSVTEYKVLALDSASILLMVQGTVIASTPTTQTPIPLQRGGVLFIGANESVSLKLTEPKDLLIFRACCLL
#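 Test system: human PMI in coupled enzyme assay; Input: PMI at 15 ng/mL final; Medium: HEPES buffer, pH 7.4; Schedule: 20 min incubation at room temperature; Technique: resorufin fluorescence at Ex 544/Em 590 nm; Compound: 20 µM single dose; Probe or stimulus: Near-saturating mannose-6-phosphate, 1.0 mM.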
# Diaph inh CS: diaphorase inhibition or chemical oxidation counter-screen; diaphorase resazurin-to-resorufin fluorescence, NADH, 16 min; bacterial (C. kluyveri) enzyme, not human; inhibition, % at 20 µM; hit rate 0.69% among 190,000; AID 1217;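 active = primary screen inhibition at 20 µM above a set limit, cut at about 50% in these data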;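 note: plate controls were DMSO with full reaction for no effect and wells lacking NADH for full effect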
#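 Detection: fluorescence of resorufin formed from resazurin, Ex 544/Em 590 nm; test system: Clostridium kluyveri diaphorase enzyme; amount: 0.14 U/mL diaphorase, enzyme working solution; times: 16-min room-temperature incubation before reading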
# bIAP inhibitor: intestinal alkaline phosphatase (bovine) inhibition; AID 1019; purified bovine IAP, CDP-star luminescence, 30 min; 190,000 tested, under 10 active; inhibition, % at 20 µM;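 active = over 50% inhibition of intestinal alkaline phosphatase at 20 µM in the single-dose screen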
#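 Assay system – bovine IAP enzyme · Quantity – bovine IAP at 1/65,000,000 final dilution · Detection – CDP-star luminescence signal · Times – 30 min reaction at room temperature · Also added – CDP-star substrate at 30 µM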
# L major viab: reduces viability of Leishmania major promastigotes | resazurin fluorescence viability | inhibition, % at 10 µM | hit rate 9% among 200,000; in the data active = inhibition above about 50%;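 note: promastigotes grown with compound for 44 hours at 28 °C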
# TNAP inh noacc: inhibitors of human TNAP without phosphate acceptor. P05186. purified TNAP, CDP-star luminescence, 30 min. inhibition, % at 20 µM. hit rate 0.26% among 200,000;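 active = tissue-nonspecific alkaline phosphatase inhibition above about 50% at 20 µM in the single-dose screen, limit read from the data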;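 note: 0% = DMSO negative control and 100% = EDTA positive control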
# Target sequence (P05186 whole entry, looked up): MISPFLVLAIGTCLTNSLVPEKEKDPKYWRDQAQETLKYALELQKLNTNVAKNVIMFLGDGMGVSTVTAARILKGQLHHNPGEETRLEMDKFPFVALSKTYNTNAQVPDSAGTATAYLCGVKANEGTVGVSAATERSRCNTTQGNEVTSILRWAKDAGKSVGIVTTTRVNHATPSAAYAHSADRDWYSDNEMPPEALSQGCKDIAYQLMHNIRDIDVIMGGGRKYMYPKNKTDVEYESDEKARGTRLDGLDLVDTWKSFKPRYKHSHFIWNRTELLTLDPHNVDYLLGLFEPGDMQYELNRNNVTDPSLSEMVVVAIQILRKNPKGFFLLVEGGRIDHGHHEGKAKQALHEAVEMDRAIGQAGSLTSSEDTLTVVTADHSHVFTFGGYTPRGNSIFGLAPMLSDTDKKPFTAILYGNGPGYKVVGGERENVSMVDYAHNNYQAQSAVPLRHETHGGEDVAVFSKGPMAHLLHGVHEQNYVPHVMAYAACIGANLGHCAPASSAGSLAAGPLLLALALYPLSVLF
# bIAP act: intestinal alkaline phosphatase (bovine) activation; hit rate 0.17% among 200,000; purified bovine IAP, CDP-star luminescence, 30 min; stronger effect = higher value; fold of DMSO-control signal, blank-subtracted; activation factor at 20 µM;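 active = activation factor of 2 or more at 20 µM, a signal rise over negative controls twice the positive control's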
# TNAP inh hiacc: inhibitors of human TNAP at high phosphate acceptor concentration | P05186 | purified TNAP, CDP-star luminescence, 1 M DEA | inhibition, % at 20 µM | hit rate 0.03% among 200,000 | AID 1135;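 active = over 50% inhibition of tissue-nonspecific alkaline phosphatase at 20 µM in the single-dose screen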;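 note: plate controls were DMSO wells for no effect and EDTA-quenched wells as full inhibition for full effect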
# Diaph act CS: diaphorase activation or chemical reduction counter-screen | Diaphorase/resazurin coupled assay, resorufin fluorescence, 16 min; stronger effect = higher value; 1 = vehicle wells, 0 = NADH-free wells | activation factor at 20 µM | hit rate 0.005% among 190,000 | AID 1229;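 active = diaphorase activity raised at least twofold by the compound at 20 µM; inactive = activation factor below 2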
#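 Material: purified diaphorase enzyme from Clostridium kluyveri / Medium: HEPES pH 7.4 buffer with MgCl2 and Tween 20 / Schedule: enzyme reaction of 16 min at room temperature / Measured by: resorufin fluorescence, excitation 544 nm, emission 590 nm / Evaluation: rise in resorufin formation, marking diaphorase activation or chemical reduction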
# PMI activator: increases human mannose-6-phosphate isomerase activity; P34949; purified human PMI, coupled resazurin fluorescence, 20 min; stronger effect = higher value; 1 = vehicle control, 0 substrate-free wells; activation factor at 20 µM; hit rate 0.005% among 190,000; AID 1214;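 active = activation factor of 2 or more at 20 µM, relative to plate controls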
# TNAP act hiacc: TNAP (human) activation, high acceptor; P05186; purified TNAP, CDP-star luminescence, 1 M DEA, 30 min; stronger effect = higher value; 0 = EDTA background, 1 = DMSO-only activity; activation factor at 20 µM; 200,000 tested, under 10 active; AID 1136;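 active = activation factor at least 2 at 20 µM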
#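 Assay system: human TNAP; Input: enzyme diluted 1/800 final; Reagent: CDP-star luminogenic substrate at 100 µM final; Timing: 30 min, room temperature; Signal: luminescence; Evaluation: TNAP activation factor scaled between EDTA and DMSO control wells.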
# Numbers without * were called inactive. The order is random; overall some 10% were active at least once.
SMILES,PMI act hi M6P,Diaph inh CS,bIAP inhibitor,L major viab,TNAP inh noacc,bIAP act,TNAP inh hiacc,Diaph act CS,PMI activator,TNAP act hiacc
CN(c1ccc(C(=O)NCCSCc2ccccc2)cc1)S(=O)(=O)c1ccccc1,0.9,18,41,82*,-11,0.6,-8,0.8,0.8,1.1
O=C(O)c1cccc(NC2=C(Cl)C(=O)c3ccccc3C2=O)c1,0.6,25,3,66*,10,1,13,0.8,1.1,0.9
CCOC(=O)N1CCC(N2Cc3cccc(C(=O)N4CC(C)CC(C)C4)c3C2=O)CC1 (configuration not stated),0.9,4,0,-7,0,1,4,1,1,1
CCCCC(=O)N1CCCC(c2nc3c(nnn3Cc3cc(C)ccc3C)c(=O)[nH]2)C1 (configuration not stated),1,18,3,23,-3,1,-2,0.8,1,1
Cc1noc(NS(=O)(=O)c2ccc(N/C=C/C(=O)c3ccc4c(c3)OCO4)cc2)c1C,1,11,7,-17,-2,0.9,4,0.9,1,1
CCOC(=O)NC(=O)/C(C#N)=C\Nc1ccc(Cl)cc1Cl,1,13,-2,2,-14,1,-6,0.9,1.1,1.1
O=C(NC(=S)Nc1ccccc1[N+](=O)[O-])c1ccco1,0.8,16,7,7,-4,0.9,2,0.8,0.8,1
O=C(Nc1ccc(Cl)cc1)Nc1ccccc1NS(=O)(=O)c1cccs1,0.9,19,9,-10,8,0.9,2,0.8,0.9,1
Cc1ccc(-n2c(SCC(=O)Nc3cccc(S(=O)(=O)NC4=NCCCCC4)c3)nc3ccccc3c2=O)cc1C,1,19,16,1,-16,0.8,-6,0.8,1.2,1.1
COc1cc2[nH]c(=O)n(Cc3ccc(C(=O)NCC4CCCO4)cc3)c(=O)c2cc1OC (configuration not stated),0.9,15,5,0,-2,1,-2,0.8,0.9,1
COc1ccc(-n2nccc2-c2nn(-c3cccc(OC)c3)c(=O)n(C)c2=O)cc1,0.9,15,10,7,-16,0.9,0,0.8,0.9,1
CCOC(=O)N1CCN(c2c(NCc3ccc(N(C)C)cc3)c(=O)c2=O)CC1,1,14,2,2,-8,1,-3,0.9,0.9,1
Cn1cc(CN2CCC(C(O)CCc3ccccc3)CC2)c(-c2ccccc2F)n1 (configuration not stated),0.9,13,-20,-3,-5,1.2,-4,0.9,0.8,1
C=CCn1c2ccccc2c2nnc(SCC(=O)NC(C(=O)OC)C(C)C)nc21 (configuration not stated),1,9,0,10,-5,1,-2,0.9,1,1
Cc1ccc(C(=O)N/N=C\c2cccn2C)cn1,0.9,-4,-3,-1,-5,1,-6,1,1,1.1
O=C(Nc1ncccc1Cl)C1COc2ccccc2O1 (configuration not stated),1.1,3,14,-6,-10,0.9,-3,1,1,1
COc1ccc(NC(=O)C2CCCN2S(=O)(=O)c2ccc3c(c2)CCC(=O)N3)cc1 (configuration not stated),1.1,-4,6,-4,7,0.9,-5,1,1.1,1.1
COc1cc(Cl)ccc1NC(=S)N(CCCN1CCOCC1)Cc1cn(C)c2ccccc12,1.1,11,2,89*,-12,1,-2,0.9,0.9,1
O=C(CN1CCN(c2ccccc2F)CC1)c1ccc2cc[nH]c2c1,1.5,18,9,-1,-12,0.9,-6,0.8,1.6,1.1
COc1ccc(N2CCC(CNC(=O)Nc3ccc(Cl)cc3)C2)cc1 (configuration not stated),0.5,29,-8,6,-13,1.1,-10,0.7,0.6,1.1
NS(=O)(=O)c1ccc(CNC(=O)c2ccc(Br)o2)cc1,0.9,16,9,0,-6,0.9,-2,0.8,0.9,1
CCO[C@H]1OC(C(=O)N2CCOCC2)=C[C@@H](c2cn(C(C)=O)c3ccccc23)[C@@H]1CCCO,1.1,16,-19,3,2,1.2,0,0.8,1.1,1
COC(=O)c1cccc(Cn2c(Cl)c(/C=N/Nc3ccccc3C)sc2=O)c1,2.5*,17,28,58*,-7,0.7,-1,0.8,1.5,1
COCCN(CCOC)C(=O)c1cc2c(=O)n3ccccc3nc2s1,1,-5,-23,-4,-12,1.2,-2,1,1,1
COc1cccc(C(=O)CSc2nnc(-c3cc(OC)c(OC)c(OC)c3)o2)c1,1,8,4,-6,-19,1,-5,0.9,1.1,1.1

# (continued)
SMILES,PMI act hi M6P,Diaph inh CS,bIAP inhibitor,L major viab,TNAP inh noacc,bIAP act,TNAP inh hiacc,Diaph act CS,PMI activator,TNAP act hiacc
COc1cccc(CNC(=O)C23CN(Cc4ccccc4)CC2C(c2ccc([N+](=O)[O-])cc2)=NO3)c1 (configuration not stated),1,17,10,14,-10,0.9,-6,0.8,1,1.1
O=C(CSc1ccc2ccccc2c1)Nc1ccc(S(=O)(=O)Nc2nccs2)cc1,0.9,31,-6,54*,-7,1.1,-6,0.7,0.8,1.1
C/C(CC(=O)C(F)(F)F)=N\NC(=O)/C(C#N)=C/N(C)C,0.9,3,2,3,-13,1,2,1,1,1
Cc1ccc(-n2c(SCC(=O)OC(C)C)nnc2-c2ccco2)cc1,1,7,-1,1,-7,1,-1,0.9,0.9,1
COCCn1c(SCC(=O)Nc2cccc(S(N)(=O)=O)c2)nc2ccccc21,1,12,14,-1,-13,0.9,-2,0.9,1,1
CC(=O)Nc1ccc(-c2nnc(SCC(=O)c3ccc4c(c3)Cc3ccccc3-4)n2C)cc1,1.2,3,-4,-1,-1,1,-3,1,1.1,1
COc1ccc(/C=C/C(=O)OCC(=O)Nc2ccc(N3CCOCC3)cc2)cc1,1,-4,5,-9,3,1,7,1,1.1,0.9
CCCC(C)C(=O)Nc1nc(C)c(-c2csc(Nc3ccccc3OC)n2)s1 (configuration not stated),0.8,-2,-6,96*,4,1.1,-5,1,0.8,1
Cc1ccc(S(=O)(=O)N2CCC(=O)N(C(COCc3cccc(C)c3)Cc3ccccc3)CC2)cc1 (configuration not stated),1,6,-2,36,-5,1,-4,0.9,1,1
CCCC(C)NNC(=O)c1cc2ccccc2[nH]1 (configuration not stated),1.1,1,-7,-7,-8,1.1,2,1,1.1,1
Cc1ccc(N2C(=O)CC(n3ccnc3)C2=O)cc1C (configuration not stated),1.1,4,-2,-3,-9,1,-2,1,1,1
COc1ccc2c(CC(=O)Nc3ccc(OC)c(NS(=O)(=O)c4ccc(F)cc4)c3)coc2c1,0.9,21,7,57*,-14,0.9,-5,0.8,0.9,1.1
Cc1c(CN(C)C(=O)c2ccc(Br)o2)cnn1C,1,9,-8,-1,-6,1.1,0,0.9,1,1
CN(C)c1ccc(/C=N/OC(=O)Nc2ccccc2Cl)cc1,0.9,5,-2,-7,-8,1,-3,1,1,1
COc1ccc(N2CCN(C(=O)CN(CCc3ccccc3)S(C)(=O)=O)CC2)cc1,1,9,3,-1,-13,1,-1,0.9,1,1
CN(Cc1nc(CC2CC2)no1)CC12CC3CC(CC(C3)C1)C2,1,4,6,0,-3,0.9,-1,1,1,1
C=CCNS(=O)(=O)c1ccc(OC)c(C)c1,1,-3,14,-5,-6,0.9,-2,1,1,1
CCOC(=O)C1=C(O)/C(=C\c2cc(C)n(-c3ccc(F)cc3)c2C)N=C1C,1.6,20,13,26,5,0.9,4,0.8,1.5,1
Cc1nc(N2CCN(Cc3nc4ccccc4[nH]3)CC2)c2oc3ccccc3c2n1,1.1,3,-19,29,-5,1.2,-8,1,0.9,1.1
COc1ccc(NC(=O)COC(=O)Cc2c(F)cccc2Cl)cc1OC,1,17,-4,12,-17,1,-5,0.8,0.9,1.1
Cc1c(Cl)cccc1NC(=O)CNC(=O)c1ccccc1F,0.9,11,4,-8,-18,1,-1,0.9,0.9,1
CC(C)CCNc1nc2c(c(=O)[nH]c(=O)n2C)n1CC(O)COC(C)C (configuration not stated),1,18,3,-3,-4,1,-7,0.8,1,1.1
COc1ccc(C(=O)Nc2ccccc2C(=O)N/N=C/c2cccc3ccccc23)cc1,0.8,20,-3,26,-7,1,-1,0.8,0.7,1
CCN(Cc1ccccc1)Cc1c(C)[nH]c2c(C)c(C)ccc2c1=O,0.9,18,0,-2,-3,1,0,0.8,0.9,1
O=C(NC(=S)NNC(=O)c1cccs1)c1ccco1,1.2,9,-39,12,-155,1.4,-8,0.9,1,1.1

# The list goes on, overlapping the part above by four compounds.
SMILES,PMI act hi M6P,Diaph inh CS,bIAP inhibitor,L major viab,TNAP inh noacc,bIAP act,TNAP inh hiacc,Diaph act CS,PMI activator,TNAP act hiacc
CC(C)CCNc1nc2c(c(=O)[nH]c(=O)n2C)n1CC(O)COC(C)C (configuration not stated),1,18,3,-3,-4,1,-7,0.8,1,1.1
COc1ccc(C(=O)Nc2ccccc2C(=O)N/N=C/c2cccc3ccccc23)cc1,0.8,20,-3,26,-7,1,-1,0.8,0.7,1
CCN(Cc1ccccc1)Cc1c(C)[nH]c2c(C)c(C)ccc2c1=O,0.9,18,0,-2,-3,1,0,0.8,0.9,1
O=C(NC(=S)NNC(=O)c1cccs1)c1ccco1,1.2,9,-39,12,-155,1.4,-8,0.9,1,1.1
C=CCOC(=O)C1=C[C@@H](c2ccc(Br)cc2)[C@H](CCCO)[C@@H](OCC)O1,0.8,27,-8,14,-8,1.1,-10,0.7,0.8,1.1
Cc1ccc(-c2nn(-c3ccccc3)cc2C(=O)N2CCOCC2)cc1,1.1,10,-3,0,-10,1,-9,0.9,1.1,1.1
COc1ccc(CN(C2CCCC2)S(=O)(=O)c2ccc(-n3cnnn3)c(OC)c2)cc1OC,1,9,-17,14,-5,1.2,-3,0.9,0.9,1
O=C(CSc1ncccn1)N1CCC(Cc2ccccc2)CC1,1,1,3,1,-16,1,-3,1,1,1
Cc1ccsc1C1C(C#N)=C(N)OC2=C1C(=O)CC(C)C2 (configuration not stated),0.9,6,4,6,-8,1,0,0.9,0.9,1
CCc1ccccc1NC1c2ccccc2C(=O)N1c1cc(C)ccn1 (configuration not stated),0.9,9,22,2,-10,0.8,-4,0.9,1,1
O=C(Nc1ccc2c(c1)OCO2)c1ccc2nc[nH]c2c1,1,5,-35,4,-5,1.4,1,0.9,1,1
CC1CCC/C(=N\NC(=O)c2ccncc2)C1 (configuration not stated),1.1,8,-10,-4,-3,1.1,-6,0.9,1.1,1.1
S=c1[nH]nc(CSc2nc3ccccc3s2)o1,1.2,19,6,-7,-13,0.9,-6,0.8,1,1.1
Cc1nccn1S(=O)(=O)c1ccc(Br)cc1Br,1,5,7,86*,-7,0.9,2,0.9,1,1

# As entered above:
# For TNAP inh hiacc, Cn1cc(CN2CCC(C(O)CCc3ccccc3)CC2)c(-c2ccccc2F)n1 (configuration not stated) is listed with -4
# For TNAP inh noacc, Cc1ccc(S(=O)(=O)N2CCC(=O)N(C(COCc3cccc(C)c3)Cc3ccccc3)CC2)cc1 (configuration not stated) is listed with -5
# For L major viab, COc1ccc(NC(=O)COC(=O)Cc2c(F)cccc2Cl)cc1OC is listed with 12

# Compound activity as filed in PubChem BioAssay.
